# NALP3 yeast inh: NALP3 inhibition in yeast | Yeast reconstituted NLRP3/ASC/caspase-1, beta-gal luminescence, 24 h | inhibition, % at 10 µM | actives 0.39% (n = 330,000) | AID 2825;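 active means inhibition of 50% or more; inactive means inhibition below 50%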;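 further: plate controls were induced DMSO wells for no effect and uninduced yeast grown without galactose for full effect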
# APJ ag: APJ receptor agonism; activation, % at 20 µM; CHO-K1 APJ PathHunter beta-arrestin, luminescence; 0% DMSO wells, 100% apelin; P35414; actives 0.11% (n = 330,000);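 active means activation more than six SD over the plate average, tested at 20 µM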;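 further: 0% = DMSO alone and 100% = apelin-13 at 10 nM; some results filed as inactive read as strong as hits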
# Target sequence (P35414 whole entry, looked up): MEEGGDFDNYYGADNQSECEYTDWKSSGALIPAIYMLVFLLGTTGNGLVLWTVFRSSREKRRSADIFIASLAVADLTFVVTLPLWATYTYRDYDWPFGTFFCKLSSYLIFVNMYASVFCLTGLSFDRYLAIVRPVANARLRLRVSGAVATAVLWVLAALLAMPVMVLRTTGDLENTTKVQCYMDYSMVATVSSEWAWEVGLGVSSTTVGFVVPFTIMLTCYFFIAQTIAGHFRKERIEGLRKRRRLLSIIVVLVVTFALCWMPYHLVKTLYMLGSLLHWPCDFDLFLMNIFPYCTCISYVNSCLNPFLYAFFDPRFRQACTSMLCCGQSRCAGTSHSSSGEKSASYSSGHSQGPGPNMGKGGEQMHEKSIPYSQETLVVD
#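 Material: engineered CHO-K1 APJ arrestin reporter cells; amount: 1000 CHO-K1 reporter cells seeded per well; incubation: compound stimulation 90 min at 25 °C, detection 60 min; signal: luminescent beta-gal fragment complementation, chemiluminescent substrate; read-out basis: APJ agonist activity; controls: DMSO-only wells as negative, 10 nM Apelin-13 as positive control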
# TIM10 inh: growth inhibitors of TIM10 yeast strain; actives 1.4% (n = 330,000); AID 463195; inhibition, % at 10 µM; S. cerevisiae TIM10 strain growth, BacTiter-Glo luminescence, 24 h;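 active means inhibition of 40% or more at the single tested concentration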;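 further: wild-type TIM10 isogenic control strain grown at permissive 25 °C; 0% = DMSO yeast wells and 100% = minimal medium wells without yeast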
# tim10-1 inh: tim10-1 yeast growth inhibition; S. cerevisiae tim10-1 ts strain growth, BacTiter-Glo, 24 h; inhibition, % at 20 µM; actives 2.2% (n = 330,000);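 active means inhibition of at least 40%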;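 further: mutant grown at 25 °C; 0% = DMSO wells with yeast and 100% = wells holding no yeast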
# tim23-1 inh: growth inhibitors of tim23-1 mutant yeast | S. cerevisiae tim23-1 growth, BacTiter-Glo luminescence, 24 h | inhibition, % at 20 µM | actives 1.3% (n = 330,000);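 active means growth inhibition of the mutant yeast at or above 50%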;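 further: temperature-sensitive mutant grown at 25 °C; plate controls were DMSO-treated mutant yeast for no effect and medium wells lacking yeast for full effect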
# GRIN3A LBD mod: NR3A (human) ligand-binding domain modulation. actives 2.5% (n = 340,000). AID 1259313. NR3A LBD differential scanning fluorimetry, Tm shift; 0% = protein alone, 100% = glycine-bound protein. Tm shift relative to glycine control, % at 25 µM;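 active means melting temperature shift of at least 10% of the positive control shift, at one fixed dose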
# MPTP inh: blocks calcium-induced mitochondrial swelling; isolated mouse mitochondria, Ca2+ swelling absorbance, 30 min; inhibition, % at 10 µM; actives 1.4% (n = 360,000);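 active means inhibition of 50% or more, scaled per plate between neutral and stimulator controls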;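 further: 0% = DMSO wells given calcium and 100% = 1 mM EGTA wells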
# beta cell repl: induces beta-cell replication in MIN6 cells; actives 0.29% (n = 330,000); proliferation, % at 10 µM; AID 2380; MIN6 cells proliferation, ATPlite luminescence, 48 h; cells starved in 0.2% serum; 100% = growth in 10% serum;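 active means compounds whose signal lies at least 3.5 SD above the mean of all wells on their plate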;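 further: 0% = DMSO-treated cells in low-serum medium and 100% = 10% serum control; some compounds called inactive have numbers as strong as hits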
# APJ antag: APJ receptor antagonism; inhibition, % at 20 µM; P35414; CHO-K1 APJ beta-arrestin complementation, luminescence; actives 0.32% (n = 330,000);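 active means inhibition above about 40% at 20 µM, limit read from the data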;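 further: cells challenged with 10 nM apelin-13 agonist together with compound; plate controls were apelin-13 plus DMSO wells for no effect and DMSO wells lacking apelin-13 for full effect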
# * hit, by the source's call.
SMILES,NALP3 yeast inh,APJ ag,TIM10 inh,tim10-1 inh,tim23-1 inh,GRIN3A LBD mod,MPTP inh,beta cell repl,APJ antag
O=C(c1ccccc1-n1cccc1)N1N=C(C(F)F)CC1(O)C(F)F (stereo not given),-2,-1,7,23,6,-3,1.2,0,1
O=C(c1ccc(F)cc1F)N1CCCC(c2nc(-c3ccc(F)cc3)no2)C1 (stereo not given),21,-1,5,-2,14,1,0.3,1,3
CC(C)C[C@H]1COCCS(=O)(=O)N1Cc1cccc(Cl)c1,23,-3,3,28,30,0,6.2,-2,18
COC(=O)c1ccc(NC(=O)Nc2ccc(F)cc2)cc1,17,-1,-21,-45,-39,18*,64*,-5,-5
Cc1ccc(C2C3=C(CC(C)(C)CC3=O)N=C3c4ccccc4C(=O)C32)cc1 (stereo not given),9,-4,17,20,28,-6,86*,-4,9
CCc1nnc(NS(=O)(=O)c2ccc(NC(=O)c3cccc(Cl)c3)cc2)s1,-11,-6,-7,-4,5,-2,3.2,0,1
CSc1ncccc1C(=O)NC1CCN(Cc2ccccc2)CC1,11,9,3,11,17,2,-0.7,0,3
Cc1cccc(N2CCN(C(=O)c3ccc(NC(=O)CC4SC(N5CCCC5)=NC4=O)cc3)CC2)c1C (stereo not given),18,0,10,-11,-6,1,-0.5,-3,-7
COc1cc2c(cc1O)C(SC)=NC(C)(C)C2,24,-1,-26,13,10,3,-0.6,-4,37
O=C(CSc1ccc(-c2ccc(Br)cc2)nn1)N1CCOCC1,2,0,-5,2,13,0,-1.0,0,-10
O=C(CCC(=O)Nc1ccccc1Cl)NNC(=O)COc1ccc([N+](=O)[O-])cc1,-4,-5,0,-2,2,0,-0.4,-2,4
O=[N+]([O-])c1cccc(CSC2=NCCN2S(=O)(=O)c2ccccc2)c1,4,2,-1,18,20,2,-0.2,-5,-48
CC1(C)NC(=O)N(CC(=O)N2CCN(S(=O)(=O)c3ccccc3C(F)(F)F)CC2)C1=O,7,0,5,-15,-2,-1,0.5,1,-4
CN(C)S(=O)(=O)c1cccc(C(=O)NCC2CCCCC2)c1,21,-4,-5,3,5,0,0.0,-2,3
CN(C)S(=O)(=O)c1ccc(C(=O)NCc2ccco2)cc1,16,-3,-11,-11,-5,-1,4.8,0,-20
CC1(c2ccc(OC(F)F)cc2)NC(=O)N(CC(=O)Nc2ccc(OC(F)F)cc2)C1=O (stereo not given),1,3,10,-9,4,-9,1.9,0,11
Cc1sc2ncn(CC(=O)N3CCCC(C)C3)c(=O)c2c1S(=O)(=O)N1CCCCC1 (stereo not given),12,-1,-7,-7,0,-1,1.2,-1,-1
CC(C)C(=O)Nc1cccc(C(=O)Nc2ccc(S(=O)(=O)Nc3nccs3)cc2)c1,17,-2,3,1,1,-8,-1.7,1,-1
Cc1nn(-c2ccccc2)c2nc(C(F)F)cc(C(F)F)c12,23,-4,-27,-26,-3,2,0.5,-2,19
CCC(CC)C1=NN2C(=N)/C(=C\c3cc(C)n(-c4cccc(C)c4)c3C)C(=O)N=C2S1,9,1,14,5,11,5,9.6,-1,13
CCc1c(C)nc2c(C#N)c(C)[nH]n2c1=O,23,-2,-8,8,0,0,-0.1,0,-9
CCOC(=O)N1CCN(C(=O)c2ccc3c(=O)n(Cc4ccccc4)c(=S)[nH]c3c2)CC1,5,-3,15,7,9,-1,-1.2,-2,12
Cc1cc2nc(-c3cccc(NC(=O)c4ccc(Br)o4)c3C)oc2cc1C,33,-2,11,15,24,-3,2.4,-3,-26
Cn1ncc(Br)c1C(=O)N1CCCC1,18,1,-5,0,7,1,-0.5,1,-1
CN(C)/C=N/c1c(C#N)cnn1-c1ccccc1,11,0,15,15,19,-1,-0.4,-1,15
# Continuation:
SMILES,NALP3 yeast inh,APJ ag,TIM10 inh,tim10-1 inh,tim23-1 inh,GRIN3A LBD mod,MPTP inh,beta cell repl,APJ antag
O=C(O)c1c(C(=O)O)c(-c2ccc(F)cc2)n2c1CCC2,12,-3,-18,1,9,-1,-0.1,0,-23
Cc1c(N2C(=O)c3cccc4cccc(c34)C2=O)cnn1C,21,0,2,8,8,0,-0.3,1,1
C#CCNC(=O)C(C)c1ncc(C(F)(F)F)cc1Cl (stereo not given),6,-2,8,0,-17,-1,-0.3,-1,12
CCCCC1CC(CSc2ncn[nH]2)OC1=O (stereo not given),-7,-4,10,14,-6,0,0.6,2,8
Cc1cc2oc(C(=O)N(Cc3ccccc3)c3ccccn3)cc(=O)c2cc1Cl,11,-2,13,33,28,-2,4.6,-3,13
CC1CCCCN1CCn1c(=S)[nH]c2cc3c(cc2c1=O)OCO3 (stereo not given),14,-2,-12,37,28,0,0.4,2,-8
NS(=O)(=O)c1ccc(O)c(N2C(=O)c3cccc4c(C(=O)O)ccc(c34)C2=O)c1,-7,-4,-6,8,4,-2,-0.3,4,13
Nc1c(S(=O)(=O)c2ccccc2)c2nc3ccccc3nc2n1Cc1ccco1,7,-2,23,27,28,-6,3.3,-2,18
CCc1c(C)nc2ncnn2c1N1CCC(C(=O)N2CCN(c3ccc(F)cc3)CC2)CC1,-3,-5,4,6,2,5,0.2,3,-10
COc1ccc2cc(C(C)c3nc4ccccc4c(=O)n3N)ccc2c1 (stereo not given),40,0,-19,15,23,-7,2.7,0,2
COc1ccc(CCNC(=O)/C(C#N)=C/c2ccc(OCC(=O)NCC3CCCO3)cc2)cc1OC (stereo not given),5,-3,4,8,11,14*,-0.1,-2,4
Cc1cccc(CN2C3=NCCCN3c3ccccc32)c1,-7,-5,15,-8,9,1,-0.1,4,8
Cc1ccc(S(=O)(=O)N(CC2CO2)c2cc(Cl)ccc2Cl)cc1 (stereo not given),15,-1,11,2,24,1,-1.6,0,6
CCOc1ccc(NC(=O)CN2CCN(CC(=O)Nc3ccc4c(c3)OCCO4)CC2)cc1,5,-1,-13,4,22,-9,-1.4,0,-1
Cc1ccc(CNC(=O)COc2cc(O)c3c(c2)OC(C)(C)CC3=O)cc1,21,7,8,44*,30,-1,0.0,-4,-84
O=C1c2ccccc2C(=O)N1CC(O)CN1CCOCC1 (stereo not given),-2,-3,-6,5,5,0,-1.3,0,7
Cc1ccccc1-c1ncc(CN2CCN(C3CCCC3)C(CCO)C2)cn1 (stereo not given),20,1,11,-13,11,1,1.1,-4,9
Cc1cc(Cl)ccc1OCC(=O)N1CCCCC1,-3,-9,-8,28,2,1,-1.9,-2,13
C/C(=N\NC(=S)NC1CCCCC1)c1cccs1,46,-5,58*,41*,53*,0,3.2,-7,21
Cc1nnc(N2CCOCC2)c2ccccc12,2,5,-11,10,7,-4,-0.2,-2,0
CCOc1cc(/C=N\Nc2ccc([N+](=O)[O-])cc2)ccc1OCC(=O)Nc1ccc(C)c(C)c1,27,-2,-8,-38,0,15*,-2.0,-2,9
CCOc1ccc(-c2nnc3sc(COc4ccccc4)nn23)cc1,18,-1,4,28,1,3,5.3,-4,5
NC(=O)c1cc(S(=O)(=O)NCCCc2ccco2)cs1,-6,2,-2,-16,-9,1,-3.0,-1,-13
O=C(CNC(=O)c1ccc(Cl)cc1)OCn1nnc2ccccc2c1=O,3,-5,-22,-19,-5,0,1.7,5,23
CC(Sc1nc(N)cc(=O)[nH]1)C(=O)Nc1nc2c(s1)CCCC2 (stereo not given),2,1,-1,-6,9,-1,0.1,0,12
# Next section
SMILES,NALP3 yeast inh,APJ ag,TIM10 inh,tim10-1 inh,tim23-1 inh,GRIN3A LBD mod,MPTP inh,beta cell repl,APJ antag
CC(C)(C)OC(=O)N1CCC(C(=O)O)CC1,4,3,7,14,2,3,-2.4,-1,1
CN(Cc1cccs1)S(=O)(=O)c1ccc(Cl)cc1F,29,-3,5,14,12,3,-1.8,-3,4
COC(=O)c1c(C)oc(C)c1S(=O)(=O)N(Cc1ccccc1)C(C)C,16,0,22,28,34,2,1.7,-2,21
Cc1ccc2nsnc2c1NC(=O)COc1ccccc1F,11,-5,-2,19,5,-2,1.9,-3,6
Cc1ccc2c(c1)N(C(=O)CCC(=O)NCCN1CCOCC1)CC(C)O2 (stereo not given),-1,-2,-4,-4,-12,-3,0.6,6,-3
C=CCn1c(SCC(N)=O)nc2nc3c(cc2c1=O)COC(C)(C)C3,9,-2,-19,5,16,1,-0.1,0,-32
Cc1ccc(CN2CCN(C/C(Cl)=C/c3ccccc3)CC2CCO)o1 (stereo not given),14,-1,9,14,21,-1,2.2,-2,9
O=c1[nH]nc(N/N=C/c2ccccc2OC(F)F)c(=O)[nH]1,-7,-7,2,7,-9,-4,1.1,0,17
O=C1CCCc2c1nc(-c1ccccc1)n2O,16,-1,-21,4,19,1,-1.4,2,-31
Cc1ccc(-n2ncc3c(=O)n(CC(=O)N(C)C)cnc32)cc1C,20,1,-9,-12,-14,-1,-1.7,-2,3

# Reformatted tab-delimited: part of the list above.
molecule	NALP3 yeast inh	APJ ag	TIM10 inh	tim10-1 inh	tim23-1 inh	GRIN3A LBD mod	MPTP inh	beta cell repl	APJ antag
C/C(=N\NC(=S)NC1CCCCC1)c1cccs1	46	-5	58*	41*	53*	0	3.2	-7	21
Cc1nnc(N2CCOCC2)c2ccccc12	2	5	-11	10	7	-4	-0.2	-2	0
CCOc1cc(/C=N\Nc2ccc([N+](=O)[O-])cc2)ccc1OCC(=O)Nc1ccc(C)c(C)c1	27	-2	-8	-38	0	15*	-2.0	-2	9
CCOc1ccc(-c2nnc3sc(COc4ccccc4)nn23)cc1	18	-1	4	28	1	3	5.3	-4	5
NC(=O)c1cc(S(=O)(=O)NCCCc2ccco2)cs1	-6	2	-2	-16	-9	1	-3.0	-1	-13
O=C(CNC(=O)c1ccc(Cl)cc1)OCn1nnc2ccccc2c1=O	3	-5	-22	-19	-5	0	1.7	5	23
CC(Sc1nc(N)cc(=O)[nH]1)C(=O)Nc1nc2c(s1)CCCC2 (stereo not given)	2	1	-1	-6	9	-1	0.1	0	12
CC(C)(C)OC(=O)N1CCC(C(=O)O)CC1	4	3	7	14	2	3	-2.4	-1	1
CN(Cc1cccs1)S(=O)(=O)c1ccc(Cl)cc1F	29	-3	5	14	12	3	-1.8	-3	4
COC(=O)c1c(C)oc(C)c1S(=O)(=O)N(Cc1ccccc1)C(C)C	16	0	22	28	34	2	1.7	-2	21
Cc1ccc2nsnc2c1NC(=O)COc1ccccc1F	11	-5	-2	19	5	-2	1.9	-3	6
Cc1ccc2c(c1)N(C(=O)CCC(=O)NCCN1CCOCC1)CC(C)O2 (stereo not given)	-1	-2	-4	-4	-12	-3	0.6	6	-3
C=CCn1c(SCC(N)=O)nc2nc3c(cc2c1=O)COC(C)(C)C3	9	-2	-19	5	16	1	-0.1	0	-32
Cc1ccc(CN2CCN(C/C(Cl)=C/c3ccccc3)CC2CCO)o1 (stereo not given)	14	-1	9	14	21	-1	2.2	-2	9

# High-throughput results as filed in PubChem.
